NPYLR7 agonist – mosquito NPYLR7 agonism | HEK293T NPYLR7/Galpha15, GCaMP6s calcium fluorescence | activation, % at 10 µM | 0.15% of 270,000 active; in the data active means activation above about 40%;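 further: 0% = vehicle and 100% = reference agonist at the receptor; some compounds past the cut are filed as inactive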
hcGAS lum – inhibitors of human cGAS | Q8N884 | recombinant h-cGAS, ATP depletion, Kinase-Glo luminescence | inhibition, % at 12.5 µM | 0.081% of 290,000 active;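 further: 0% = vehicle reaction and 100% = reaction without DNA for no activity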
Target sequence (Q8N884 whole entry, looked up): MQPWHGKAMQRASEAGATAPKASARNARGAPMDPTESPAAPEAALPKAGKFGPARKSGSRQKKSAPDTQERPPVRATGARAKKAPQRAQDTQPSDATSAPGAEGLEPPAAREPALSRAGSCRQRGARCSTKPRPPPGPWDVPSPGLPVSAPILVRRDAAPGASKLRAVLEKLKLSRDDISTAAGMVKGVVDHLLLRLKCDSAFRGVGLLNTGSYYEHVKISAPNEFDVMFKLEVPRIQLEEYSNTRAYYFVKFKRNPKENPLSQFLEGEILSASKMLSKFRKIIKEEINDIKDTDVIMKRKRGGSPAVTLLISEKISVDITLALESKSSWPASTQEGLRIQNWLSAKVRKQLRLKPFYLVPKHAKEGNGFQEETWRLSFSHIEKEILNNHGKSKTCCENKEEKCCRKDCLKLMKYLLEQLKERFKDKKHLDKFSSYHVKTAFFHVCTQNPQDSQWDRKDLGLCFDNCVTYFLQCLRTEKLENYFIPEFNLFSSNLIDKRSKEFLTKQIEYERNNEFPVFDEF
mcGAS lum – inhibitors of mouse cGAS. Q8C6L5. recombinant cGAS, Kinase-Glo ATP depletion luminescence. inhibition, % at 12.5 µM. 0.15% of 160,000 active. AID 1259399;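 further: 0% = negative control wells and 100% = reference inhibitor with no enzyme activity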
* = called active by the depositor; . = no result given; & = joins results of further samples. Unless noted, no stated cut-off is given here; in the data, active means inhibition above about 40%; inactive means the rest.

SMILES | NPYLR7 agonist | hcGAS lum | mcGAS lum
CCOC(=O)[C@H](CCc1ccccc1)N[C@H](C)C(=O)N1C2CCCCC2C[C@H]1C(=O)O (stereo not given in full) | -3 | -3 | .
COc1ccc2cc(-c3[nH]ncc3CN3CCN(c4ccc(Cl)cn4)CC3)ccc2c1 | -6 | 6 | .
O=C(CCC1CCCCC1)Nn1cnc2c(cnn2-c2ccccc2)c1=O | 2 | 0 | .
C(=C\c1ccccc1)/CN1CCc2[nH]nc(-c3ccc4c(c3)OCO4)c2C1 | 4 | -9 | -10
COC(=O)c1ccc(C(=O)OC)c(NC(=O)c2cc3cc(OC)ccc3oc2=O)c1 | -4 | -10 | -7
CCCN1C(=O)NC(=O)C1=O | -8 | 0 | .
COc1ccc(CCN(Cc2ccc(C)s2)C(=O)CN(C(=O)Nc2ccc(Cl)c(Cl)c2)C2CC2)cc1OC | 8 | -11 | -7
Cc1cccn2c(=O)cc(CSc3nnnn3C3CCCC3)nc12 | 11 | 10 | .
CCc1c(C)nc(-c2cccc(C)c2)nc1N1CCN(C(=O)c2cccc3ccccc23)CC1 | 5 | -7 | -8
CCn1ncc(C(=O)NCc2nc3cc(C(C)(C)C)ccc3o2)c1C | 2 | -5 | -11
Cc1ccc(C)c(Nc2nc(N3CCN(CCO)CC3)nc3nccnc23)c1 | 0 | 5 | .
CCOCCNCC(C)C(=O)OC (stereo not given) | -10 | -4 | .
O=c1oc(-c2cccs2)nn1CC(O)c1ccccc1 (stereo not given) | -21 | -2 | .
COc1cn(CC(=O)NCc2ccc(F)cc2)c(CN2CCCCC2)cc1=O | -1 | -1 | -6
COc1cc(OC)cc(C(=O)NC2CCN(c3ccccc3C(=O)NCC3CCCO3)CC2)c1 (stereo not given) | 0 | -5 | -5
Cc1ccccc1C(=O)NCCc1cc2c(C)ccc(C)c2[nH]c1=O | -3 | -3 | -7
CC1(C(=O)Nc2cccc(C#N)c2)CCN1C(=O)C1(c2ccccc2)CC1 (stereo not given) | -1 | -1 | -1
CCC(C(=O)N(CC(=O)N(Cc1ccccc1)Cc1ccc(C)s1)C1CCCCC1)c1ccccc1 (stereo not given) | 23 | 0 | -6
CNC(=O)[C@H]1C[C@]2(CCCCN(CCOC)C2=O)N(C(=O)OCC(C)C)[C@H]1c1ccco1 | 7 | -2 | -5
C=CCC(O)(CC=C)c1ccc(CN(CCC)Cc2ccc(C)s2)o1 | -1 | -4 | -4
Cn1ccnc1COc1ccc2c(-c3ccccc3)noc2n1 | -7 | -6 | -6
COc1ccccc1C1OC(=O)CC1C(=O)OC[C@@H]1CCCN2CCCCC12 (stereo not given in full) | 2 | -7 | -6
Cc1cc(NCCc2ccccc2)n2ncc(-c3ccccc3)c2n1 | -5 | -6 | -7
COc1ccc(C(=O)CSc2nnc(NC(=O)C3CCC3)s2)cc1 | -2 | -4 | -5
COc1ccccc1CN1CCCn2cccc2C1c1cccc(Oc2ccccc2)c1 (stereo not given) | 9 | -5 | -5
Cc1nc(C2CCNCC2)cc(N2CCC(C(=O)NCc3ccco3)CC2)n1 | -5 | -11 | .
CCCn1c(C(=O)Nc2cccc(NC(C)=O)c2)cc2c(=O)n(C)c(=O)n(C)c21 | -2 | -8 | -8
COc1ccc2c(c1)C(C(=O)O)=CC(C)(C)O2 | 0 | 8 | -8
CN(Cc1ccccc1)c1ccc(S(=O)(=O)N2CCCCC2)cn1 | 1 | 1 | .
CC1(C)CC(CCN)(c2ccc(F)cc2)CCO1 (stereo not given) | -10 | -3 | -6
Cc1ccccc1-c1nc(OCC(C)C)nn1-c1ccc(NC(=O)COCc2ccccc2)cc1 | -1 | 3 | 1
Cc1ccccc1Nc1nc(NCCN(C)C)nc2c1cnn2-c1ccccc1 | 3 | -3 | -6
CC(C)(NC(=O)c1cccs1)C(=O)NC[C@H]1CCc2ccccc2O1 | 15 | -2 | .
CC(C)C(C)NC(=O)c1cc(-c2ccccc2)nc2cc(C(C)(C)C)nn12 (stereo not given) | 10 | -8 | -7
Cc1cc(C)c2c(n1)nn1c(NCCN(C)C)cc(C)nc21 | -3 | -1 | -6
COc1cc(-c2cc(C(=O)N/N=C\c3c[nH]c4ccccc34)[nH]n2)ccc1OC(C)C | -2 | -8 | -2

17 consecutive records out of the list so far:
SMILES | NPYLR7 agonist | hcGAS lum | mcGAS lum
C=CCC(O)(CC=C)c1ccc(CN(CCC)Cc2ccc(C)s2)o1 | -1 | -4 | -4
Cn1ccnc1COc1ccc2c(-c3ccccc3)noc2n1 | -7 | -6 | -6
COc1ccccc1C1OC(=O)CC1C(=O)OC[C@@H]1CCCN2CCCCC12 (stereo not given in full) | 2 | -7 | -6
Cc1cc(NCCc2ccccc2)n2ncc(-c3ccccc3)c2n1 | -5 | -6 | -7
COc1ccc(C(=O)CSc2nnc(NC(=O)C3CCC3)s2)cc1 | -2 | -4 | -5
COc1ccccc1CN1CCCn2cccc2C1c1cccc(Oc2ccccc2)c1 (stereo not given) | 9 | -5 | -5
Cc1nc(C2CCNCC2)cc(N2CCC(C(=O)NCc3ccco3)CC2)n1 | -5 | -11 | .
CCCn1c(C(=O)Nc2cccc(NC(C)=O)c2)cc2c(=O)n(C)c(=O)n(C)c21 | -2 | -8 | -8
COc1ccc2c(c1)C(C(=O)O)=CC(C)(C)O2 | 0 | 8 | -8
CN(Cc1ccccc1)c1ccc(S(=O)(=O)N2CCCCC2)cn1 | 1 | 1 | .
CC1(C)CC(CCN)(c2ccc(F)cc2)CCO1 (stereo not given) | -10 | -3 | -6
Cc1ccccc1-c1nc(OCC(C)C)nn1-c1ccc(NC(=O)COCc2ccccc2)cc1 | -1 | 3 | 1
Cc1ccccc1Nc1nc(NCCN(C)C)nc2c1cnn2-c1ccccc1 | 3 | -3 | -6
CC(C)(NC(=O)c1cccs1)C(=O)NC[C@H]1CCc2ccccc2O1 | 15 | -2 | .
CC(C)C(C)NC(=O)c1cc(-c2ccccc2)nc2cc(C(C)(C)C)nn12 (stereo not given) | 10 | -8 | -7
Cc1cc(C)c2c(n1)nn1c(NCCN(C)C)cc(C)nc21 | -3 | -1 | -6
COc1cc(-c2cc(C(=O)N/N=C\c3c[nH]c4ccccc34)[nH]n2)ccc1OC(C)C | -2 | -8 | -2

(list continues)
SMILES | NPYLR7 agonist | hcGAS lum | mcGAS lum
COc1ccc(S(=O)(=O)NC(C)c2ccncc2)cc1F (stereo not given) | 2 | -15 | .
CNc1nc2cnc(Nc3ccc(F)cc3)cc2n1-c1cccc(C(F)(F)F)c1 | 3 | -5 | -7
CC(=O)c1ccc(NC(=O)CSc2nc(-c3ccccc3F)nc3c2c(=O)n(C)c(=O)n3C)cc1 | -5 | -6 | -9
O=C(O)CCc1cccs1 | 1 | -3 | .
Cc1cc(N2CCN(C)CC2)nc(SCc2cccc(C(=O)NCc3cccnc3)c2)n1 | -12 | -2 | -5
CCCCOc1ccc(C(=O)N2CCN(c3ncnc4c3nnn4Cc3ccccc3)CC2)cc1 | -4 | -6 | -9
CSCCC(=O)N1CCN(Cc2cc(=O)c(OCc3ccc(-c4ccccc4C#N)cc3)co2)CC1 | 5 | 1 | -4
CC(=O)N1CCN(C(=O)CS(=O)(=O)Cc2ccccc2)CC1 | 1 | 4 | .
N#Cc1c(Cl)nsc1NCCC1CC2CCC1C2 (stereo not given) | 4 | -9 | .
Cc1nccn1-c1ccc(CNC(=O)c2c(O)cccc2O)cc1 | 0 | -3 | -12
N#CC1(c2nc3ccccc3s2)Cc2ccccc2N2CCCC21 (stereo not given) | -13 | -1 | .
O=C(CNC(=O)c1ccncc1)N=Nc1c(O)n(CCc2ccccc2)c2ccccc12 | -8 | 7 | 4
CCCN(CCC(=O)Nc1cccc(F)c1)c1nc(CC)nc2cc(Cl)ccc12 | 0 | 0 | -3
CC(Oc1cccc(Br)c1)C(=O)NNC(=O)c1ccc[nH]c1=O (stereo not given) | 2 | 0 | .
Cc1cc(C)c(C(=O)N2CCC3(C=Cc4ccccc43)CC2)c(=O)[nH]1 | 4 | -5 | .
C=CCCC(O)CN(Cc1ccccc1)Cc1cccn1Cc1ccccc1F (stereo not given) | 25 | -5 | -5
CCOC(=O)c1c(NC(=O)CSc2nc(C)nc3sc4c(c23)CCC4)sc2c1CCC2 | 2 | -2 | -6
CCC1CN(C(=O)Nc2ccc(F)cc2Br)CCO1 (stereo not given) | -1 | -3 | .
COC(=O)[C@@H]1C[C@@H](N(C)C)CN1C(=O)c1cc2ccccn2n1 | -5 | 2 | .
Cc1cccc(-n2c(CCc3nc4ccccc4[nH]3)n[nH]c2=O)c1 | 20 | -1 | -11
Cc1ccc(C=Nn2c(C)cc(C)c(C#N)c2=O)o1 | 2 | -5 | .
COc1cc(NC(=O)C2C3CC4CC(C3)CC2C4)cc(OC)c1OC (stereo not given) | 10 | -6 | -7
CC1(C)CC(=O)C2=C(C1)OC(=N)C(C#N)C2c1ccco1 (stereo not given) | -14 | -2 | -6
c1ccc(C2CC(=NN3CCOCC3)c3ccccc3O2)cc1 (stereo not given) | 2 | -7 | .
Cc1cccc(N2CCC(N3CCC4(CCCN(CC5CCC5)C4)C3)CC2)c1 (stereo not given) | 15 | -6 | -9
CC(NC(=O)c1ccc2oc(CCc3ccccc3)nc2c1)c1ccncn1 (stereo not given) | 4 | -9 | .
CC(C)C1CN(CCc2c[nH]c(=O)n(C)c2=O)CCC(=O)N1CC1CC1 (stereo not given) | -1 | -3 | .
Cc1cc(C)c(C)c(S(=O)(=O)N2CCC(C(=O)N3CCCC(C)C3)CC2)c1C (stereo not given) | 14 | -14 | .
CCCOC(=O)c1ccc(NC(=O)c2cc(CCC)[nH]n2)cc1 | -2 | -6 | -11
O=C(CSc1ccccc1)N1CCCN(c2nc(Cc3ccc(F)cc3)ns2)CC1 | 16 | -3 | -5
O=C1CC2C3C4C5C(C2C5(Br)C32OCCO2)C14Br (stereo not given) | -1 | -9 | .
CCOC(=O)c1c(NC(=O)Cc2ccccc2)sc(C(=O)Nc2ccccc2C)c1C | -3 | -4 | -4
O=C(Cc1ccccc1F)NNC(=O)c1cncn1-c1ccc(F)cc1 | 6 | -8 | -11
CCOc1ccccc1-c1cc(-c2nnc(SCc3ccc(C#N)cc3)n2C)c2ccc(Oc3ccccc3)cc2n1 | -3 | 1 | 1
CO[C@H]1CN(C(=O)Nc2ccccc2-c2ccccc2)[C@H]2Cc3c([nH]c4ccccc34)[C@@H]1C2 | 17 | -4 | -6
CCOc1ccccc1NC(=O)CSc1cn(CC(=O)N2CC(C)OC(C)C2)c2ccccc12 (stereo not given) | 1 | -5 | -7
Fc1ccc(N=Cc2ccncc2)cc1F | 1 | -7 | -6
COc1ccc([C@@H](C)n2ccnc2-c2cnc(N3CCCC3)nc2)cc1 | 15 | -4 | .
Cc1ccc(CN2CCC[C@H]2C(=O)N2CCCCCCNC(=O)CC2)s1 | . | -17 | -5
Cc1ccc(S(=O)(=O)N2CCN(c3ccc(F)c(Cl)c3)C(=O)C2C)cc1 (stereo not given) | -3 | -6 | -5
CCC(=O)NC1CCCN(C(=O)Nc2cccn(C)c2=O)C1 (stereo not given) | 3 | -13 | .
COC(=O)C(NC(=O)CC(C)C)(Nc1ccccn1)C(F)(F)F (stereo not given) | 8 | -2 | .
CC1CCCN(Cc2csc(NC(=O)c3cccc(I)c3)n2)C1 (stereo not given) | 2 | -6 | -9
COc1cc2c(cc1OC)C(C)N(Cc1nc(-c3ccco3)oc1C)CC2 (stereo not given) | -1 | -3 | .
CCOC(=O)N1CCN(Cc2nc3c(c(=O)n(C)c(=O)n3C)n2Cc2ccc(F)cc2)CC1 | 0 | -3 | .
CCS(=O)(=O)Oc1cc(CN(CCOC)C(=O)c2ccccc2Cl)ccc1OC | . | -6 | -6
Cc1cccc(COC(CN2CCN(C(=O)C(C)Oc3ccccc3)CC2)c2ccc(Cl)cc2)c1 (stereo not given) | -4 | -6 | -6
CC(C)Cn1c(-c2ccccc2)cn2c3c(=O)n(C)c(=O)n(C)c3nc12 | 2 | -4 | .
CCc1[nH]ncc1C(=O)N1CCN(S(=O)(=O)N2CCN(C)CC2)CC1 | . | -9 | -5
COc1ccccc1OC1CCN(Cc2cn[nH]c2-c2ccc(C)c(C)c2)CC1 | 6&-1 | -9&-2 | .
CN(CCc1ccccn1)[C@@H]1[C@H](O)[C@H](CO)O[C@@H]1CNC(=O)C1CCCC1 | -13 | -4 | -6
COc1ccc(-c2ccc(=O)n(CCNS(=O)(=O)c3cc(C)c(OC)c(C)c3C)n2)cc1 | -6 | -5 | -9
Cn1cc(/C=C/C(=O)N2CCCC2c2ccc(Cl)c(Cl)c2)c(=O)n(C)c1=O (stereo not given) | -2 | -6 | .
CCOc1ccc(NC(=O)c2cccnc2NC2CCCC2)cc1F | 10 | -11 | .
COc1cc(Nc2nnc(C(O)c3cccs3)s2)cc(OC)c1OC (stereo not given) | 1 | -6 | -5
COCC(=O)N1CCN(C(=O)CCN2CCc3sccc3C2c2cccc(F)c2)CC1C (stereo not given) | 7 | -4 | -5
CC1(C)O[C@@H]2C[C@@](OCc3ccccc3C#N)(C(=O)NCC3CCCO3)CC(OCc3ccc(F)cc3)[C@@H]2O1 (stereo not given in full) | 7 | -3 | -5
Cc1ccc(-c2nc3scc(CCNS(=O)(=O)N(C)C)n3n2)cc1 | 3 | -4 | -7
Cc1nn(CCNC(=O)C2CC(=O)N(Cc3ccccn3)C2)c(C)c1Cl (stereo not given) | 10 | 0 | .
COc1ccc(-c2sc(C)nc2C)c2cccnc12 | 10 | -3 | -17
Cc1cccc(C)c1OC1CN(C(=O)c2cn(CC3CCCNC3)nn2)C1 (stereo not given) | 2 | -5 | -12

Compound activity: PubChem BioAssay, Fisher Drug Discovery Resource Center
